High-throughput results as filed in PubChem BioAssay.
FAS-TE inh: inhibitors of human fatty acid synthase thioesterase domain | 360,000 tested, 0.67% active | P49327 | AID 602261 | recombinant FAS-TE, OMFH fluorogenic substrate, fluorescence endpoint | inhibition, % at 15 µM;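 active = compounds whose normalised, plate-corrected inhibition of enzyme fluorescence in the single-dose primary screen is 50% or more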;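 also: 0% = DMSO with enzyme and 100% = substrate without enzyme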
E coli Lon inh: E. coli protease La inhibition; purified E. coli Lon protease, fluorescence polarization; inhibition, % at 7.94 µM; 360,000 tested, 0.42% active; AID 602123; in the data active = inhibition above about 13%, passing the limit was not always enough;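 also: 0% = enzyme with probe and DMSO and 100% = no enzyme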
MsrA inh: bovine MsrA inhibition; purified bovine MsrA, absorbance read-out; inhibition, % at 15.5 µM; 360,000 tested, 0.75% active; AID 651718; in the data active = inhibition above about 4.5%;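 also: 0% = vehicle wells with enzyme and 100% = reference inhibitor wells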
Rin1-Abl PPI inh: inhibitors of human Rin1-Abl protein interaction | inhibition, % at 7.35 µM | 360,000 tested, 0.4% active | TR-FRET Rin1/Abl binding, biochemical | P00519+Q13671; in the data active = inhibition above about 5%, passing the limit was not always enough
CSN inh: blocks human CSN-mediated cullin deneddylation. 360,000 tested, 0.38% active. Q92905. Purified CSN, SCF-Nedd8-OG deneddylation, fluorescence polarization. inhibition, % at 12.5 µM;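 active = pattern-corrected inhibition above about 35%, with an unprinted fluorescence ratio check between 0.5 and 1.5, limit read from the data, passing the limit was not always enough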;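 also: 0% = enzyme with substrate and 100% = substrate without enzyme; some results filed as inactive read as strong as hits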
Target sequence (Q92905 whole entry, looked up, one chain of several): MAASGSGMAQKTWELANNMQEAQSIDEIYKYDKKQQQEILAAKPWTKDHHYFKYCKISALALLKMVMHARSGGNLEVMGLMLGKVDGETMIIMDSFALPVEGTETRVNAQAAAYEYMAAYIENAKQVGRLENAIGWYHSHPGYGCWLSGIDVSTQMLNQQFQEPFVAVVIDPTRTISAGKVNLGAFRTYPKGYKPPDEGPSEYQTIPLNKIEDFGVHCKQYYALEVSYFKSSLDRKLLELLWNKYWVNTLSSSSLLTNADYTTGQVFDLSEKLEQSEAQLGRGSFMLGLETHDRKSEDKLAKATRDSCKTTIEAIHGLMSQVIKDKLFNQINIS
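Test system: Human Csn5 produced in HEK293T cells | Compound: 12.5 µM single point | Times: 90 min, room temperature | Signal: Fluorescence polarization readout | Read-out basis: % inhibition of substrate cleavage by Csn5 | Controls: no-enzyme wells high, enzyme-with-substrate wells low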
Neddylation inh: inhibitors of human cullin neddylation | TR-FRET cullin neddylation, biochemical | P61081+Q13564 | 360,000 tested, 0.58% active | calls only at 25 µM; in the data active = inhibition above about 36%
Target sequence (P61081 whole entry, looked up): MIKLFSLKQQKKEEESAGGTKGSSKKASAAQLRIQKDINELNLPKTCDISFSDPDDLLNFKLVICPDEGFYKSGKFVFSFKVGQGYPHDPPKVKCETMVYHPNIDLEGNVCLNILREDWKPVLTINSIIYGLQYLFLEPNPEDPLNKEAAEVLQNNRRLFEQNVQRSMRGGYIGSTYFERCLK
Target sequence (Q13564 whole entry, looked up): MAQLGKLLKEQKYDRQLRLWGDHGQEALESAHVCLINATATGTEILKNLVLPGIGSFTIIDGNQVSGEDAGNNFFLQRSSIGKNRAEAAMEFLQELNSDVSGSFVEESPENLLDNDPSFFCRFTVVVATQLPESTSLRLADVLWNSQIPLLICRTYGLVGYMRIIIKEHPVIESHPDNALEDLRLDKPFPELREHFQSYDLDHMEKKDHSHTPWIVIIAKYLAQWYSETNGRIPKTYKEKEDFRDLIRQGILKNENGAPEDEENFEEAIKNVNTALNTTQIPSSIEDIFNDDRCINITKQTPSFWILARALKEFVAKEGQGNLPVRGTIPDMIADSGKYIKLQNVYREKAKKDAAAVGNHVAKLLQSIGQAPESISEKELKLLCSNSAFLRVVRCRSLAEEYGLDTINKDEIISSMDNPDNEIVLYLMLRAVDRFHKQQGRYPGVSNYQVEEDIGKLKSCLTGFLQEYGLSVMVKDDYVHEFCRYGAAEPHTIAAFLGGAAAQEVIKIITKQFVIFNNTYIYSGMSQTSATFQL
Tb MetRS inh: blocks T. brucei methionyl-tRNA synthetase activity; 360,000 tested, 0.4% active; purified T. brucei MetRS, ATP depletion, Kinase-Glo luminescence; inhibition, % at 11.9 µM;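 active = inhibition above a per-plate cutoff of the control wells' mean inhibition plus 3 SD, cut at about 5.5% in these data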;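 also: 0% = DMSO wells median and 100% = median of wells with control inhibitor compound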
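Material: parasite MetRS enzyme / Replication: singlicate, one well per compound / Signal: luminescence of leftover ATP / Schedule: 2 h aminoacylation at 25 °C after 15 min preincubation / Medium: HEPES-MgCl2-KCl buffer plus DTT, spermine, BSA, pyrophosphatase / Doses: 11.9 µM single point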
bovine MsrA act: activates bovine MsrA enzyme. purified bovine MsrA, absorbance read-out. activation, % at 10.6 µM. 360,000 tested, 0.3% active; in the data active = activation above about 7.5%;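 also: 0% = vehicle and 100% = reference activator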
PABP1 MLLE inh: inhibitors of microRNA-mediated deadenylation, human PABP1 MLLE binding. P11940. GST-MLLE / FITC-PAM2 fluorescence polarization. inhibition, % at 20 µM. 360,000 tested, 0.36% active. AID 588489; in the data active = inhibition above about 35%, passing the limit was not always enough;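 also: plate controls were DMSO wells with GST-MLLE for no effect and wells lacking GST-MLLE protein for full effect; some results filed as inactive read as strong as hits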
An asterisk follows results filed as active; i = inactive; · = not tested or not shown. Compounds were not picked by outcome. Share with any hit: about 4%.

Every second line gives: FAS-TE inh, E coli Lon inh, MsrA inh, Rin1-Abl PPI inh, CSN inh, Neddylation inh, Tb MetRS inh, bovine MsrA act, PABP1 MLLE inh
> C=CCn1c(SCC(=O)NC(N)=O)nnc1-c1cc2c(s1)CCC(CC)C2 (centres undefined)
 : -1, 16, -0.1, 2, -1, i, -1.0, -8, -63
> C=CC[C@H](CC(=O)N[C@H](CO)Cc1ccccc1)C(=O)N[C@@H](COC(=O)[C@@H](CC=C)Cc1ccc(F)cc1)Cc1c[nH]c2ccccc12
 : 12, -3, 1.2, 4, 0, i, -0.3, 1, -9
> CC(C)(O)C#Cc1ccc(C(=O)N2CCC(CCC(=O)NC3CC3)CC2)cc1
 : -3, -5, 0.4, -3, 4, i, -0.4, -2, -9
> O=C(CCCCCNC(=O)c1ccccc1)N/N=C/c1ccccc1O
 : -6, 1, 0.8, -3, -3, i, 0.2, -5, -10
> Cc1ccsc1C(=O)OCc1nc2ccccc2c(=O)[nH]1
 : -4, 15, -0.1, -1, -4, i, 0.2, -2, -6
> CN(C)CCNC(C(=O)Nc1cccc(C(F)(F)F)c1)c1ccccc1 (centres undefined)
 : -8, 0, -0.8, 4, -2, i, -0.1, -4, -13
> O=C(Nc1nnc(Cc2ccc(Cl)cc2)s1)c1cccnc1
 : -6, -2, 1.0, -4, 5, i, -0.1, -1, 5
> O=c1cc(-c2ccccc2)c2c([nH]1)CCCC2
 : -9, -8, 1.7, 3, 0, i, 0.3, -1, -3
> Cc1cccc(N2CC(C(=O)Nc3ccc(S(=O)(=O)N4CCCCC4)cc3)CC2=O)c1C (centres undefined)
 : 4, -7, 0.6, 13*, -1, i, -0.1, 0, 12
> O=C(Nc1nccs1)c1ccc2nccnc2c1
 : -8, -15, 3.1, -5, 13, i, -0.1, 0, -40
> COC(=O)c1ccccc1NC(=S)NC(NC(=O)c1ccccc1[N+](=O)[O-])C(Cl)(Cl)Cl (centres undefined)
 : 17, 0, -0.2, 0, 5, i, -0.3, -6, -54
> C#CCOCCOCCOCCNc1nc(N2CCN(C(=O)Cn3cc(CCCN=C(N)N)nn3)CC2)nc(N2CCN(C(=O)[C@H](C(C)C)n3cc(CCO)nn3)CC2)n1
 : -7, 8, 0.1, 3, -2, i, -0.2, -1, 0
> CCCN(CC(=O)Nc1ccccc1C)C(=O)Cc1c[nH]c2ccccc12
 : -2, 2, -0.2, 3, 5, i, 0.0, 1, -7
> O=C(c1ccco1)N1CCN(Cc2ccc(F)cc2)CC1
 : -4, 0, 0.9, 2, 5, i, -0.5, 0, 11
> CC(=O)N1c2ccc(S(=O)(=O)N3CCCC(C(=O)N4CCCC(C)C4)C3)cc2CC1C (centres undefined)
 : -1, -2, -0.6, 7, 1, i, -0.6, -12, -6
> COC(=O)c1c(C(=O)OC)n(CCCN)c2ccc(C)cc12
 : -11, -10, 2.3, 0, 1, ·, -0.6, -2, -7
> C/C(CC(=O)Nc1ccc2c(c1)OCO2)=N\NC(=O)OC(C)(C)C
 : -5, -4, 0.9, 0, 0, i, -0.6, 1, -7
> CCOC(=O)c1c(NC(=O)c2ccc(S(=O)(=O)N(C)CC3CCCO3)cc2)sc2c1CCN(C)C2 (centres undefined)
 : 7, -15, 1.6, -5, 1, i, -0.4, 2, -3
> O=C(Nc1ccc2nc3n(c(=O)c2c1)CCCC3)c1ccccc1[N+](=O)[O-]
 : -13, -4, 2.4, 0, 1, i, -1.1, -2, 12
> O=c1oc2ccccc2c2c1SC(C(F)(F)F)C2 (centres undefined)
 : 4, 2, 3.3, 1, 4, ·, -0.1, -5, 6
> CCC1=Nc2cc(C(=O)O)ccc2Sc2ccccc21
 : 6, 0, 1.4, 0, 0, i, -0.3, -2, 6
> CC(=O)Nc1ccc(CNc2nc3cc(-c4ccsc4)sc3c(=O)n2C)cc1
 : 5, 1, 0.5, -5, 4, i, -0.2, 2, 4
> O=C(CCNC(=O)c1ccccc1Cl)Nc1nc2ccccc2[nH]1
 : -7, -1, -0.4, 4, 1, i, 0.1, -1, -13
> COC(=O)CC1=C(C(=O)OC)C(c2cccs2)C(C#N)=C(N)O1 (centres undefined)
 : -2, 4, 0.6, 0, 3, i, 0.6, 1, 15
> NC(=Nc1nc(-c2ccccn2)cc2ccccc12)c1ccccn1
 : -14, 7, 0.9, -4, 0, i, -0.4, -2, 30
> CC1CCN(S(=O)(=O)c2ccc3[nH]c(=O)cc(C(=O)O)c3c2)CC1
 : -3, 8, 1.7, 1, 0, i, -1.1, -9, 4
> Cc1ccc2nc(SCC(=O)N3c4ccccc4CC3C)c(C)cc2c1 (centres undefined)
 : 20, 5, 1.1, -4, 6, i, -0.7, -2, -6
> COC(=O)c1c(-c2ccc(SC)cc2)sc2ccc(OC)cc12
 : 34, -18, 0.8, 1, -6, i, -0.2, -1, -1
> CC(=O)Nc1cnn(Cc2ccc(Br)cc2)c1
 : -3, -11, 0.7, -3, 2, i, 0.0, 2, -11
> COc1ccccc1NC(=O)C(C)Nc1ccc(C)c(Cl)c1 (centres undefined)
 : 16, 8, 0.3, -2, -3, i, -0.7, -9, 5

Full records, quoted from the list. Order of screens: FAS-TE inh	E coli Lon inh	MsrA inh	Rin1-Abl PPI inh	CSN inh	Neddylation inh	Tb MetRS inh	bovine MsrA act	PABP1 MLLE inh
`COC(=O)c1c(-c2ccc(SC)cc2)sc2ccc(OC)cc12` is listed as 34	-18	0.8	1	-6	i	-0.2	-1	-1
`Cc1ccc2nc(SCC(=O)N3c4ccccc4CC3C)c(C)cc2c1` (centres undefined) is listed as 20	5	1.1	-4	6	i	-0.7	-2	-6
`CC(=O)Nc1ccc(CNc2nc3cc(-c4ccsc4)sc3c(=O)n2C)cc1` is listed as 5	1	0.5	-5	4	i	-0.2	2	4

Given field by field: 2 of the compounds above.
O=C(c1ccco1)N1CCN(Cc2ccc(F)cc2)CC1
  FAS-TE inh: -4
  E coli Lon inh: 0
  MsrA inh: 0.9
  Rin1-Abl PPI inh: 2
  CSN inh: 5
  Neddylation inh: i
  Tb MetRS inh: -0.5
  bovine MsrA act: 0
  PABP1 MLLE inh: 11

Cc1ccsc1C(=O)OCc1nc2ccccc2c(=O)[nH]1
  FAS-TE inh: -4
  E coli Lon inh: 15
  MsrA inh: -0.1
  Rin1-Abl PPI inh: -1
  CSN inh: -4
  Neddylation inh: i
  Tb MetRS inh: 0.2
  bovine MsrA act: -2
  PABP1 MLLE inh: -6

Gathered by group, the entries above containing a CF3 group (2)
Every second line gives: FAS-TE inh, E coli Lon inh, MsrA inh, Rin1-Abl PPI inh, CSN inh, Neddylation inh, Tb MetRS inh, bovine MsrA act, PABP1 MLLE inh
> CN(C)CCNC(C(=O)Nc1cccc(C(F)(F)F)c1)c1ccccc1 (centres undefined)
 : -8, 0, -0.8, 4, -2, i, -0.1, -4, -13
> O=c1oc2ccccc2c2c1SC(C(F)(F)F)C2 (centres undefined)
 : 4, 2, 3.3, 1, 4, ·, -0.1, -5, 6

The list continues:
Every second line gives: FAS-TE inh, E coli Lon inh, MsrA inh, Rin1-Abl PPI inh, CSN inh, Neddylation inh, Tb MetRS inh, bovine MsrA act, PABP1 MLLE inh
> Cc1ccc(S(=O)(=O)CCC(=O)OC(C)C(=O)c2c(C)[nH]c3ccccc23)cc1 (centres undefined)
 : -5, 1, 1.1, -2, 3, i, -0.2, 0, 4
> COc1ccc(CNC(=O)[C@H](Cc2c[nH]c3ccccc23)NC(C)=O)cc1OC
 : -5, 3, 0.5, 0, 0, i, -0.6, 0, -4
> CN1CCN(c2ccc(CNC(=O)C3Cc4c(-c5ccc(Cl)cc5)ccnc4O3)cc2)CC1 (centres undefined)
 : -5, -7, 1.1, 15*, 5, i, 0.2, -8, 1
> COc1ccc(-c2cc(CNc3nc(NC(C)C)nc4cc(-c5ccccc5)sc34)on2)cc1
 : 3, -1, -0.3, -2, 1, i, -0.3, -5, -6
> COCCNC(=O)C(c1ccc(C)cc1)N(Cc1ccco1)C(=O)CCC(=O)Nc1ccccn1 (centres undefined)
 : 2, -4, 0.6, 0, -1, i, -0.5, 0, 10
> COc1ccc(Cl)cc1S(=O)(=O)N1CCN(C)CC1
 : -4, 0, 0.0, -3, -1, i, -0.2, 2, 6
> Cc1c(Cl)c([N+](=O)[O-])nn1CC(=O)NC(C)C1CC2CCC1C2 (centres undefined)
 : 48, 5, -0.1, 4, 2, i, -1.4, -11, -5
> CSc1nnc(C)c(=O)n1COC(=O)COc1ccc(Cl)cc1
 : -3, -2, -0.7, 2, 1, i, -0.5, -3, -18
> Cc1ccc(N(CC(=O)Nc2cc(Cl)ccc2Oc2ccccc2)S(C)(=O)=O)c(C)c1
 : 32, 5, -0.1, 1, -1, i, -0.6, -4, -2
> Cc1cc(C)cc(NC(=O)C(=O)NCC2CCCN2S(=O)(=O)c2cccs2)c1 (centres undefined)
 : 18, -6, -0.1, 0, 6, i, -0.7, -7, -4
> CCOc1cc(C2NN=C(c3ccccc3)S2)ccc1OCc1ccccc1Cl (centres undefined)
 : 20, -5, 0.3, -3, 9, i, -0.2, 1, 18
> CCOc1cccc(-c2cc(N3CCN(CCO)CC3)n3nccc3n2)c1
 : -2, -1, 0.2, -4, 4, ·, -0.4, -4, -11
> COc1ccc(OC)c(NC(=O)CC(NC(C)=O)c2ccccc2)c1 (centres undefined)
 : -1, -7, 1.3, -2, 3, i, -0.7, -6, -1
> CC(C)c1ccc(NC(=O)Cn2c(=O)oc3cccnc32)cc1
 : 2, 2, -0.9, 0, 8, i, 0.5, 4, -1
> CCN(CC)C(=O)c1[nH]cnc1C(=O)NCCCCCNC(=O)OC(C)(C)C
 : -4, -6, 1.3, 1, -2, i, 0.0, 1, 11
> Cc1ccc(NC(=O)C2CC(O)CN2C(=O)OCc2ccccc2)cc1C (centres undefined)
 : -2, -4, -0.8, 0, -3, i, -0.3, -3, 11
> CC(C)OCCCN1C(=O)c2ccccc2C1C(=O)NC1CCCCC1 (centres undefined)
 : -4, -3, -0.9, 2, 1, i, -0.5, -2, -1
> O=C(O)c1cc([N+](=O)[O-])ccc1C(=O)Nc1ccccc1
 : 3, -7, -1.6, 1, -5, i, -0.2, -10, 11
> Cc1cc(S(=O)(=O)NC2CCCCC2)ccc1OCC(=O)N1CCOCC1
 : -5, 2, ·, -4, 2, i, 0.3, -4, 9
> Cc1ccsc1C(=O)Nc1ccc(OCc2ccccc2)cc1
 : 10, -4, -0.8, -1, -4, i, -0.2, -2, -8
> COc1cc([N+](=O)[O-])ccc1NC(=O)CN1CCOCC1
 : -3, 2, 1.6, -2, 2, i, -0.2, -5, 16

Results in FAS-TE inh, Rin1-Abl PPI inh and MsrA inh, for some of the entries so far:
| Structure | FAS-TE inh | Rin1-Abl PPI inh | MsrA inh |
| --- | --- | --- | --- |
| Cc1cc(S(=O)(=O)NC2CCCCC2)ccc1OCC(=O)N1CCOCC1 | -5 | -4 | · |
| COc1ccc(Cl)cc1S(=O)(=O)N1CCN(C)CC1 | -4 | -3 | 0.0 |
| COc1ccc(-c2cc(CNc3nc(NC(C)C)nc4cc(-c5ccccc5)sc34)on2)cc1 | 3 | -2 | -0.3 |
| CC(C)OCCCN1C(=O)c2ccccc2C1C(=O)NC1CCCCC1 (centres undefined) | -4 | 2 | -0.9 |
| Cc1cc(C)cc(NC(=O)C(=O)NCC2CCCN2S(=O)(=O)c2cccs2)c1 (centres undefined) | 18 | 0 | -0.1 |
